# Screening data: PubChem, Broad Institute
# NSD2 inh – NSD2 (human) methyltransferase inhibition; O96028; NSD2-SET H3K36me1 DELFIA fluorescence, biochemical; inhibition, % at 12.5 µM; actives 0.07% (n = 44,000); AID 624260; in the data active = inhibition above about 54%, passing the limit was not always enough;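 also: inhibitors reduce the monomethyl H3K36 fluorescence signal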
# Target sequence (O96028 whole entry, looked up): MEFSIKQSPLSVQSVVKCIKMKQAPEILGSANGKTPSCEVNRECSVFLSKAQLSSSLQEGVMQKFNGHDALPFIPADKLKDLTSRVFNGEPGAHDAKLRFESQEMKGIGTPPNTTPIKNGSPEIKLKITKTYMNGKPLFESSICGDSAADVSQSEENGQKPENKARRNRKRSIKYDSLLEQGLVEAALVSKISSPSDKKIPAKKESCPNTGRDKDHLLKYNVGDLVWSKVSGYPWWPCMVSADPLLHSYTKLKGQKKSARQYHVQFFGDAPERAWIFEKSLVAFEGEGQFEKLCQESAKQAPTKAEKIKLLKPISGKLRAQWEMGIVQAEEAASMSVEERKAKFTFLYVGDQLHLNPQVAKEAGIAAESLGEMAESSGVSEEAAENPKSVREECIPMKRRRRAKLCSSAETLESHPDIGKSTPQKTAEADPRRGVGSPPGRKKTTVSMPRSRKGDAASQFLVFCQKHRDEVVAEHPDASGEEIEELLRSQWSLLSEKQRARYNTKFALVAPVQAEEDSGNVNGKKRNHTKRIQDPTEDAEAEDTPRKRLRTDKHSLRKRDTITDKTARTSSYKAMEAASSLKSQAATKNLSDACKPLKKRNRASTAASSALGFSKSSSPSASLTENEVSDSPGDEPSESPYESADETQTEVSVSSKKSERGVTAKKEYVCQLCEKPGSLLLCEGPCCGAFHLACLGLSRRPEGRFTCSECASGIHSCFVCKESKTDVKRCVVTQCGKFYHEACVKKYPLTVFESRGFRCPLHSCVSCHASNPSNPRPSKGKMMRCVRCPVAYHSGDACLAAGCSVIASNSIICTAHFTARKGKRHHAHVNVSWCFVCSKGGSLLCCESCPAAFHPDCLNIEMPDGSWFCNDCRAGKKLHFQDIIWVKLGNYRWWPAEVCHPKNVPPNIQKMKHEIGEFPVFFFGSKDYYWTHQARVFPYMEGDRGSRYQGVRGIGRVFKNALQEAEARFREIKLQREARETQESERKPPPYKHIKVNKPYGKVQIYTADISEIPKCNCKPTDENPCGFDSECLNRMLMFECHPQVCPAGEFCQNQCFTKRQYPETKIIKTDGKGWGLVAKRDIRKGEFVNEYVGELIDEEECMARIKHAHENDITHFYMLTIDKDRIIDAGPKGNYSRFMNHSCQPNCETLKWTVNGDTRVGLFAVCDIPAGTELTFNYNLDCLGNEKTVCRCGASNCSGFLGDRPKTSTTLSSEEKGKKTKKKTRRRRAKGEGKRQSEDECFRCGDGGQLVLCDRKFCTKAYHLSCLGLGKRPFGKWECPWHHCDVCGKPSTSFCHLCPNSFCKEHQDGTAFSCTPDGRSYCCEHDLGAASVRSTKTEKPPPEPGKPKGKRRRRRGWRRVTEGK
# The depositor's hits bear a star. Not all compounds are listed (hit frequency here may not be typical).
NSD2 inh	SMILES
6.6	O=C(C[C@H]1C[C@H]2c3cc(NC(=O)Nc4ccc(C(F)(F)F)cc4)ccc3O[C@H]2[C@H](CO)O1)NCc1cccnc1
4.5	COc1ccccc1C#Cc1ccc2c(c1)O[C@@H](CN(C)C(C)=O)[C@H](C)CN([C@@H](C)CO)S2(=O)=O
2.9	C[C@@H]1CCCCO[C@@H](CN(C)C(=O)CCC(F)(F)F)[C@H](C)CN([C@H](C)CO)C(=O)c2cc(NS(=O)(=O)c3ccccc3)ccc2O1
-2.0	Cc1noc(C)c1NC(=O)Nc1ccc2c(c1)C(=O)N([C@H](C)CO)C[C@H](C)[C@@H](CN(C)Cc1ccc(Cl)c(Cl)c1)O2
-1.2	C[C@@H]1CN([C@H](C)CO)C(=O)c2cccc(NC(=O)CCCCCC(=O)Nc3ccccc3N)c2O[C@H]1CN(C)C(=O)Nc1ccccc1
-3.1	C[C@@H]1CCCCO[C@@H](CN(C)Cc2ccc(Cl)c(Cl)c2)[C@@H](C)CN([C@H](C)CO)C(=O)c2cc(N(C)C)ccc2O1
1.6	N[C@@H](Cc1cc(I)c(Oc2ccc(O)c(I)c2)c(I)c1)C(=O)O
-4.7	C[C@@H]1CN([C@H](C)CO)C(=O)c2cc(-c3ccncc3)cnc2O[C@@H]1CN(C)C(=O)Cc1ccccn1
1.6	Cc1ccc(S(=O)(=O)Nc2ccc3c(c2)C(=O)N([C@@H](C)CO)C[C@@H](C)[C@H](CN(C)S(C)(=O)=O)OCCCC[C@@H](C)O3)cc1
16.3	COc1cc(C(=O)OC[C@@]2(O)CO[C@H](OC3C(CO)OC(Oc4cc(OC)c(OC)c(OC)c4)C(O)C3O)[C@@H]2O)cc(OC)c1O (some centres undefined)
0.4	C[C@H](CO)N1C[C@H](C)[C@@H](CN(C)S(=O)(=O)c2ccccc2)OCCCC[C@H](C)Oc2ccc(NC(=O)Nc3ccccc3)cc2C1=O
2.0	C[C@@H]1CN([C@@H](C)CO)C(=O)c2cc(NC(=O)C3CCCCC3)ccc2O[C@@H](C)CCCCO[C@H]1CN(C)C
13.3	COc1ccc(NC(=O)N(C)C[C@@H]2Oc3ccc(NC(=O)Nc4ccccc4)cc3C(=O)N([C@@H](C)CO)C[C@H]2C)cc1
-2.9	Cc1ccc(S(=O)(=O)N(C)C[C@@H]2Oc3ccc(NC(=O)Cn4cnnn4)cc3CC(=O)N([C@H](C)CO)C[C@H]2C)cc1
5.2	C[C@H]1CN([C@@H](C)CO)S(=O)(=O)c2ccc(C#Cc3ccccc3F)cc2O[C@@H]1CN(C)C(=O)Cc1ccccc1
-1.1	COc1ccc(S(=O)(=O)Nc2cccc3c2O[C@@H](CN(C)C(=O)Nc2c(C)noc2C)[C@H](C)CN([C@@H](C)CO)C3=O)cc1
-7.3	C[C@@H]1CCCCO[C@@H](CN(C)S(=O)(=O)c2ccc(Cl)cc2)[C@H](C)CN([C@@H](C)CO)C(=O)c2cc(NC(=O)Nc3ccc(C(F)(F)F)cc3)ccc2O1
-8.3	Cc1ccc(S(=O)(=O)N(C)C[C@H]2OCCCC[C@H](C)Oc3ccc(NC(=O)Nc4ccc(F)cc4)cc3C(=O)N([C@H](C)CO)C[C@@H]2C)cc1
-1.0	Cc1ccc(C2=NC(C(F)(F)F)(C(F)(F)F)N=C3SCCN32)cc1
1.0	C[C@@H]1CN([C@@H](C)CO)C(=O)CCCn2cc(nn2)CO[C@H]1CN(C)Cc1ccc2c(c1)OCO2
-1.4	C[C@@H]1CN([C@H](C)CO)C(=O)Cc2cc(N(C)C)ccc2O[C@@H]1CN(C)S(=O)(=O)c1ccccc1
-2.1	Cc1noc(C)c1S(=O)(=O)Nc1ccc2c(c1)C(=O)N([C@@H](C)CO)C[C@@H](C)[C@H](CN(C)C(=O)CCC(F)(F)F)OCCCC[C@H](C)O2
-1.0	C[C@H]1CN([C@@H](C)CO)C(=O)Cc2cc(NS(=O)(=O)c3cccs3)ccc2O[C@H]1CN(C)CC1CC1
4.8	COc1c(O[C@@H]2O[C@H](CO[C@H]3OC[C@](O)(CO)[C@H]3O)[C@@H](O)[C@H](O)[C@H]2O)cc2occ(-c3ccc(O)cc3)c(=O)c2c1O

# A draw from above in order of molecular weight, smallest number first.
NSD2 inh	SMILES
-1.0	Cc1ccc(C2=NC(C(F)(F)F)(C(F)(F)F)N=C3SCCN32)cc1
1.0	C[C@@H]1CN([C@@H](C)CO)C(=O)CCCn2cc(nn2)CO[C@H]1CN(C)Cc1ccc2c(c1)OCO2
-4.7	C[C@@H]1CN([C@H](C)CO)C(=O)c2cc(-c3ccncc3)cnc2O[C@@H]1CN(C)C(=O)Cc1ccccn1
-1.0	C[C@H]1CN([C@@H](C)CO)C(=O)Cc2cc(NS(=O)(=O)c3cccs3)ccc2O[C@H]1CN(C)CC1CC1
2.0	C[C@@H]1CN([C@@H](C)CO)C(=O)c2cc(NC(=O)C3CCCCC3)ccc2O[C@@H](C)CCCCO[C@H]1CN(C)C
5.2	C[C@H]1CN([C@@H](C)CO)S(=O)(=O)c2ccc(C#Cc3ccccc3F)cc2O[C@@H]1CN(C)C(=O)Cc1ccccc1
-2.9	Cc1ccc(S(=O)(=O)N(C)C[C@@H]2Oc3ccc(NC(=O)Cn4cnnn4)cc3CC(=O)N([C@H](C)CO)C[C@H]2C)cc1
4.8	COc1c(O[C@@H]2O[C@H](CO[C@H]3OC[C@](O)(CO)[C@H]3O)[C@@H](O)[C@H](O)[C@H]2O)cc2occ(-c3ccc(O)cc3)c(=O)c2c1O
-1.1	COc1ccc(S(=O)(=O)Nc2cccc3c2O[C@@H](CN(C)C(=O)Nc2c(C)noc2C)[C@H](C)CN([C@@H](C)CO)C3=O)cc1
1.6	Cc1ccc(S(=O)(=O)Nc2ccc3c(c2)C(=O)N([C@@H](C)CO)C[C@@H](C)[C@H](CN(C)S(C)(=O)=O)OCCCC[C@@H](C)O3)cc1
1.6	N[C@@H](Cc1cc(I)c(Oc2ccc(O)c(I)c2)c(I)c1)C(=O)O
16.3	COc1cc(C(=O)OC[C@@]2(O)CO[C@H](OC3C(CO)OC(Oc4cc(OC)c(OC)c(OC)c4)C(O)C3O)[C@@H]2O)cc(OC)c1O (some centres undefined)
-2.1	Cc1noc(C)c1S(=O)(=O)Nc1ccc2c(c1)C(=O)N([C@@H](C)CO)C[C@@H](C)[C@H](CN(C)C(=O)CCC(F)(F)F)OCCCC[C@H](C)O2
-8.3	Cc1ccc(S(=O)(=O)N(C)C[C@H]2OCCCC[C@H](C)Oc3ccc(NC(=O)Nc4ccc(F)cc4)cc3C(=O)N([C@H](C)CO)C[C@@H]2C)cc1
-7.3	C[C@@H]1CCCCO[C@@H](CN(C)S(=O)(=O)c2ccc(Cl)cc2)[C@H](C)CN([C@@H](C)CO)C(=O)c2cc(NC(=O)Nc3ccc(C(F)(F)F)cc3)ccc2O1

# (cont.)
NSD2 inh	SMILES
-2.5	Cc1ccc(S(=O)(=O)N(C)C[C@@H]2Oc3ccc(NC(=O)Nc4ccccc4)cc3C(=O)N([C@H](C)CO)C[C@@H]2C)cc1
2.6	C[C@@H]1CN([C@H](C)CO)C(=O)c2cc(-c3cccnc3)cnc2O[C@H]1CN(C)C(=O)Nc1ccc(F)cc1
24.2	Cc1ccc2c(c1)CCCN2C(=O)c1scc(S(=O)(=O)c2ccc(Cl)cc2)c1C
-50.0	C[C@H](NC(=O)C[C@H]1C[C@H]2c3cc(NC(=O)C4CCC4)ccc3O[C@H]2[C@H](CO)O1)c1ccccc1
-5.0	C[C@H]1CCCCO[C@@H](CN(C)C(=O)Nc2ccccc2)[C@@H](C)CN([C@@H](C)CO)C(=O)c2cc(NC(=O)Nc3ccc(C(F)(F)F)cc3)ccc2O1
-206.1	C[C@@H]1CCCCO[C@@H](CN(C)C(=O)Nc2ccccc2)[C@H](C)CN([C@H](C)CO)C(=O)c2cc(NC(=O)C3CCCCC3)ccc2O1
2.7	CNC[C@@H]1Oc2ccc(NS(=O)(=O)c3c(C)noc3C)cc2CC(=O)N([C@@H](C)CO)C[C@H]1C
3.6	C[C@H]1CN([C@@H](C)CO)C(=O)c2cc(-c3cccc(C#N)c3)cnc2O[C@@H]1CN(C)C
-2.2	C[C@@H]1CCCCO[C@H](CN(C)Cc2ccccc2)[C@@H](C)CN([C@@H](C)CO)C(=O)c2cc(NC(=O)CCC(F)(F)F)ccc2O1
7.2	C[C@@H]1CN([C@H](C)CO)C(=O)c2cccc(NS(=O)(=O)c3ccc(F)cc3)c2O[C@@H]1CN(C)Cc1ccc(Cl)c(Cl)c1
